# Screening results: PubChem, Sanford-Burnham Center for Chemical Genomics
# ATG4B inhibitor: blocks human ATG4B protease cleavage of LC3 substrate; hit rate 0.51% among 340,000; inhibition, % at 8.33 µM; ATG4B cleavage of LC3-PLA2, NBD-HPC fluorescence, 1 h; Q9Y4P1; in the data active = inhibition above about 40%
# Target sequence (Q9Y4P1 whole entry, looked up): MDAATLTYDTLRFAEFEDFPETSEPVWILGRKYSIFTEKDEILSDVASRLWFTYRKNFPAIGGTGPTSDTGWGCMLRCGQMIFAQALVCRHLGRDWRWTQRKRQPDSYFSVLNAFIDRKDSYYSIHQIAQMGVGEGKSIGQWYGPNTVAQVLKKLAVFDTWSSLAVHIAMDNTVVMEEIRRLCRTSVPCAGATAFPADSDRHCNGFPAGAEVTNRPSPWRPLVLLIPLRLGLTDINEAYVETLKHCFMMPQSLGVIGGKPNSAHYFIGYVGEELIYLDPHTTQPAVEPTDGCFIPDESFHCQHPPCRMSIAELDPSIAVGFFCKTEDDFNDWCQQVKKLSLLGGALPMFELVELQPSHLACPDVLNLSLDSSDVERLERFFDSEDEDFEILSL
# MIN6 prolif: induces beta-cell replication in MIN6 cells; MIN6 cells proliferation, ATPlite luminescence, 48 h; cells starved in 0.2% serum; 100% = growth in 10% serum; proliferation, % at 10 µM; hit rate 0.29% among 330,000; AID 2380;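 active = compounds whose signal lies at least 3.5 SD above the mean of all wells on their plate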;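 also: 0% = DMSO-treated cells in low-serum medium and 100% = 10% serum control; some compounds called inactive have numbers as strong as hits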
# hIAP act: increases human intestinal alkaline phosphatase activity | P09923 | purified human IAP, CDP-Star luminescence, 30 min; stronger effect = higher value; 1 = vehicle-only enzyme, 0 = enzyme-free background | activation factor at 10 µM | hit rate 0.16% among 330,000 | AID 2524;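 active = activation factor of the enzyme at least 2-fold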; also: the source names both 10 and 20 µM as test concentration; values of inactives mirror those of a sister screen read the other way
# A3A deaminase: blocks human APOBEC3A ssDNA deamination. inhibition, % at 20 µM. AID 493011. hit rate 0.41% among 330,000. recombinant A3A, FAM/TAMRA ssDNA deamination fluorescence. P31941;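 active = at least 40% inhibition at 20 µM here, with at most 30% in a related deaminase screen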;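 also: plate controls were A3A with DMSO for no effect and wells lacking A3A enzyme for full effect; some results filed as inactive read as strong as hits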
# Target sequence (P31941 whole entry, looked up): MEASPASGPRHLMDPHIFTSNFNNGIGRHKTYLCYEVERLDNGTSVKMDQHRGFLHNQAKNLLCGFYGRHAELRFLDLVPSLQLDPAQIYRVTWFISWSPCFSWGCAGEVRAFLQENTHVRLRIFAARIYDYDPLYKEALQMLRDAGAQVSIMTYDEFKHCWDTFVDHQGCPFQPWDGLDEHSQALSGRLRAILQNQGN
# mIAP block: mouse IAP inhibition; inhibition, % at 10 µM; purified mouse IAP, CDP-Star luminescence, 30 min; hit rate 0.2% among 330,000;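 active = inhibition of at least 40% at 10 µM in the primary screen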;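 also: plate controls were DMSO with enzyme for no effect and no enzyme wells for full effect; values of inactives mirror those of a sister screen read the other way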
# APOBEC3G inh: APOBEC3G (human) deaminase inhibition; Q9HC16; recombinant A3G, ssDNA deamination FAM/TAMRA fluorescence; inhibition, % at 20 µM; hit rate 0.28% among 330,000;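 active = inhibition of at least 40% at 20 µM, with no more than 30% in the related APOBEC3A deaminase screen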;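 also: plate controls were DMSO wells with A3G for no effect and wells lacking A3G enzyme for full effect; some compounds called inactive have numbers as strong as hits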
# Target sequence (Q9HC16 whole entry, looked up): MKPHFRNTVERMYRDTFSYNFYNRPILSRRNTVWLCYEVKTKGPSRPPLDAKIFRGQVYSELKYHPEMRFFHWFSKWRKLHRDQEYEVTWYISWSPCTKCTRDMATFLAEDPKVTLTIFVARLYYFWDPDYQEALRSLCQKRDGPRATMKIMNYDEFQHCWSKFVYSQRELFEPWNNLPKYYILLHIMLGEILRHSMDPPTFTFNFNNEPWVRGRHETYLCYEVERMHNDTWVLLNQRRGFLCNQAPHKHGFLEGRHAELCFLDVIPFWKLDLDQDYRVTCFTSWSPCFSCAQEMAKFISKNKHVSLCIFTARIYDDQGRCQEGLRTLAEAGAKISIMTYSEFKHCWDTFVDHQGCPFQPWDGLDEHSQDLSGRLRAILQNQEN
# MPTP block: inhibitors of mitochondrial permeability transition pore. hit rate 1.4% among 360,000. AID 602449. inhibition, % at 10 µM. isolated mouse mitochondria, Ca2+ swelling absorbance, 30 min;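 active = inhibition of 50% or more, scaled per plate between neutral and stimulator controls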;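 also: 0% = DMSO wells given calcium and 100% = 1 mM EGTA wells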
# hIAP block: blocks human intestinal alkaline phosphatase. inhibition, % at 10 µM. P09923. hit rate 0.12% among 330,000. purified IAP, CDP-Star luminescence, 30 min. AID 2544;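 active = inhibition reaching a set limit with compound at 10 µM in the primary screen, cut at about 35% in these data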;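 also: plate controls were DMSO wells with enzyme for no effect and no-enzyme buffer wells for full effect; values of inactives mirror those of a sister screen read the other way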
# mIAP act: mouse IAP activation; AID 2805; hit rate 0.24% among 330,000; muIAP, CDP-Star luminescence, 30 min; stronger effect = higher value; 1 = vehicle-only enzyme signal, 0 = enzyme-free wells; activation factor at 10 µM;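 active = activation factor of at least 2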; also: the source names both 10 and 20 µM as test concentration; values of inactives mirror those of a sister screen read the other way
#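 System: Mouse IAP enzyme | Also added: CDP-Star substrate | Dosing: Compounds dispensed in DMSO | Schedule: 30 min enzyme-substrate-compound incubation at room temperature | Technique: Chemiluminescence readout | Control set: DMSO-only wells and no-enzyme negative control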
# * hit, by the source's call; nt = no result given. Compounds as they come. Share with any hit: about 3.3%.
no.	SMILES	ATG4B inhibitor	MIN6 prolif	hIAP act	A3A deaminase	mIAP block	APOBEC3G inh	MPTP block	hIAP block	mIAP act
1	O=C(CCSc1ccccc1)NCCSc1ccccn1	-12	-3	1.2	1	-5	-11	-0.7	-20	1.1
2	CCOC(=O)c1ccccc1NC(=O)COC(=O)c1ccc(C)c(S(=O)(=O)N2CCOCC2)c1	1	-4	0.98	0	13	-3	-5.2	2	0.87
3	CCOC(=O)c1ccc(Nc2ncccc2[N+](=O)[O-])cc1	-3	-1	0.87	0	14	-5	1.3	13	0.86
4	O=C(NCC(c1ccco1)N1CCCCC1)c1cccc(S(=O)(=O)Nc2ccccc2Cl)c1 (configuration not stated)	4	-3	1.2	-4	-2	-6	-0.5	-19	1
5	CCOc1ncccc1C(=O)NCC1COc2ccccc2O1 (configuration not stated)	0	-2	1.2	-1	1	-5	1.3	-16	0.99
6	CCOC(=O)C1=C(COC(=O)C2(C)CC2(Cl)Cl)NC(=O)NC1c1ccc(OC)cc1 (configuration not stated)	-4	-1	0.98	1	5	-5	1.0	2	0.95
7	COc1cccc(C(=O)Nc2ccc3c(c2)CCCN3C(=O)c2cccs2)c1OC	0	-1	1.1	4	5	8	-0.1	-12	0.95
8	C/C(=N\n1cnnc1)c1ccccc1	4	0	1	-3	-2	-12	1.1	-2	1
9	COc1cc(C(=O)NNC(=S)NC(=O)c2ccc3c(c2)OCO3)cc(OC)c1OC	-1	-1	1.1	-6	15	-5	-0.6	-10	0.85
10	Cc1ccc(NNC(=O)C(=O)N2CCCCC2)cc1	-12	0	1.2	-1	-6	2	0.3	-16	1.1
11	COc1cc(C(=O)OCC(=O)NC(=O)NC2CCCCC2)cc(Cl)c1OC	3	-5	0.94	7	9	2	-0.6	6	0.91
12	COc1ccccc1OCC(=O)NNC(=O)c1c(-c2ccccc2Cl)noc1C	-8	-1	1.1	4	1	-3	0.8	-5	0.99
13	Cc1cc(C)c(NC(=S)N(CCCN2CCOCC2)Cc2cccnc2)c(C)c1	-8	1	0.99	-8	-8	-5	-0.7	1	1.1
14	Cc1cc(C)c2sc(N(CCN(C)C)C(=O)c3c(F)cccc3F)nc2c1	27	-3	0.89	-4	3	-5	2.3	11	0.97
15	Cc1nn(Cc2ccccc2)c(C)c1/C=N/NC(=O)c1ccncc1	-14	3	0.98	-6	2	-6	3.5	2	0.98
16	CCOC(=O)c1ccc(NC(=O)c2cn(-c3ccccc3)nc2-c2ccncc2)cc1	27	-5	1.4	0	-24	2	44	-37	1.2
17	CN(CC(=O)Nc1cc(S(=O)(=O)N2CCOCC2)ccc1Cl)C1CCS(=O)(=O)C1 (configuration not stated)	-5	1	1.1	-3	2	-8	-0.9	-13	0.98
18	CCc1c(C)c2cc(Cl)c(O)c(CN(C)C)c2oc1=O	-12	6	0.94	-1	4	-7	-1.1	6	0.96
19	COC(=O)C(NC(=O)c1ccco1)(Nc1nc(C)cs1)C(F)(F)F (configuration not stated)	-7	-3	1.7	-9	3	-10	0.4	-66	0.97
20	Cc1cccc(NC(=O)CSc2ccc(-c3ccco3)nn2)c1C	2	0	0.78	2	16	4	-14	22	0.84
21	COc1ccc(NC(=O)Nc2cc(C)ccc2OC(F)F)c(OC)c1	-8	-2	0.98	-4	-1	-7	12	2	1
22	Cc1c(/C=C(\CC(=O)O)c2nc3ccccc3s2)cc(C#N)n1C	4	-3	0.97	-8	-11	-2	1.7	3	1.1
23	CCOC(=O)N1CCN(C(=O)c2cccc(-n3c(=S)[nH]c4cc(Cl)ccc4c3=O)c2)CC1	6	1	1	2	7	0	-1.0	0	0.93
24	COc1ccc(-c2nc(SCc3ccc(C#N)cc3)[nH]c(=O)c2C#N)cc1	18	-1	1.1	-2	14	-8	6.7	-9	0.86
25	O=C(COc1cccc2cccnc12)Nc1cccc(S(=O)(=O)N2CCCC2)c1	-11	5	0.92	5	2	-3	1.6	8	0.98
26	O=C(N/N=C\c1cc(Cl)ccc1O)c1ccc(S(=O)(=O)N2CCCCC2)cc1	-2	0	0.93	-3	10	-4	13	7	0.9
27	Cc1cccc(C(=O)c2c(N)sc3c2CCC(C)C3)c1 (configuration not stated)	8	0	1	0	18	-6	-1.2	-4	0.82
28	COc1ccc(-c2cc(C)no2)cc1S(=O)(=O)N1CCN(C(=O)c2ccco2)CC1	-10	-5	1.3	1	2	2	0.1	-33	0.98
29	COc1ccccc1C(=O)n1nc(-c2ccccc2)nc1NCc1ccco1	-2	-2	0.98	-1	8	-5	0.0	2	0.92
30	Cc1cc(=O)[nH]c(SCc2cccc(F)c2)n1	5	0	0.96	-1	-10	-3	-2.3	4	1.1
31	COc1ccc(Cn2c(=O)sc3ccccc32)cc1	0	-3	0.9	-1	4	-10	-0.5	10	0.96
32	CCCC(C(=O)NC1CCCC1)N(Cc1cccs1)C(=O)c1snc(C(N)=O)c1N (configuration not stated)	-1	2	0.95	1	8	-5	0.1	5	0.93
33	Fc1cccc(-c2c(-c3ccccc3)ncc3cc(F)ccc23)c1	-8	-6	0.99	2	8	-7	-0.6	0	0.92
34	COc1ccc(Cl)cc1N(CC(=O)N1CCCC1)S(C)(=O)=O	3	0	0.98	-6	9	-7	0.4	2	0.91
35	CC1CCCN(S(=O)(=O)c2ccc(C(=O)Nc3nnc(C4=COCCO4)o3)cc2)C1 (configuration not stated)	nt	-5	1	6	-5	3	-1.2	-1	1.1
36	CCn1c(C)cc(C(=O)CN2C(=O)c3ccccc3S2(=O)=O)c1C	-6	-7	1.1	-2	-5	-8	-0.3	-7	1
37	Cc1ccc(C)c(NC(=O)CN(C)C(=O)c2cc([N+](=O)[O-])ccc2N2CCOCC2)c1	-6	-1	0.99	14	3	-5	-0.9	0	0.97
38	N#C/C(=C\c1ccc(Cl)cc1)C(=O)Nc1cccnc1	-2	-1	1.2	4	0	4	5.9	-24	1
39	CC(=O)Nc1ccc(NC(=O)C2CCN(c3c(Cc4ccccc4)c(C)nc4ncnn34)CC2)cc1	-16	-3	1.1	-1	1	-4	-2.8	-6	0.99
40	CC(C)CN1CCN=C1Nc1ccccc1	4	7	1	1	1	-5	-0.8	-1	0.99
41	CCOc1ccc2nc(SCC(=O)N3CCCCCC3)c(C#N)cc2c1	6	5.3*	0.99	-1	8	1	-1.2	0	0.92
42	O=C(NC1C2CC3CC(C2)CC1C3)C1CCCCC1 (configuration not stated)	1	-2	1.2	-6	-15	-1	-1.0	-25	1.2
43	Nc1nc(-c2ccc(Cl)cc2)nnc1-c1ccc(Br)cc1	8	-3	1.1	0	16	-4	1.6	-10	0.84
44	COc1ccc(NS(=O)(=O)c2c(C)cc(C)cc2C)cc1	-9	-3	0.93	1	8	-5	0.2	7	0.92
45	Cc1ccccc1N1C(=O)C(Oc2ccc(Cl)cc2)C1CNCCCOC(C)C (configuration not stated)	12	-4	0.95	1	2	-5	0.6	5	0.98
46	COc1ccccc1CNC(=O)C1CC(c2ccccc2F)=NO1 (configuration not stated)	2	-2	0.89	2	6	-3	0.4	11	0.94
47	CC(C)Cn1c(N)c(C(=O)COC(=O)c2cnccn2)c(=O)n(C)c1=O	-2	-3	1.1	12	5	-7	0.9	-10	0.95
48	C/C(=N\NC(=O)c1cc(-c2ccncc2)nc2ccccc12)c1ccc(N2CCOCC2)cc1	-24	-4	0.92	5	1	2	2.5	8	0.99
49	CC(C)N(C(=O)CS(=O)(=O)c1ccc(Cl)c(Cl)c1)C(C)C	-7	0	1.1	-3	5	-10	0.2	-11	0.95
50	CCOc1ccccc1NS(=O)(=O)c1csc(C(N)=O)c1	-4	0	1.2	5	-1	-1	-1.2	-18	1

# (listing goes on)
no.	SMILES	ATG4B inhibitor	MIN6 prolif	hIAP act	A3A deaminase	mIAP block	APOBEC3G inh	MPTP block	hIAP block	mIAP act
51	COc1ccc(/C=C/C2=CCN(Cc3ccc(OC)cc3)CC2)cc1	2	-5	0.92	2	2	1	44	8	0.98
52	CCOC(=O)C1CCN(S(=O)(=O)c2ccc3[nH]c4c(c3c2)CCCC4)CC1	12	-4	0.82	3	-10	4	-1.8	18	1.1
53	COc1ccc(C)cc1NC(=O)CSc1nnc(CC(=O)Nc2ccccc2C)n1C	0	1	1	3	5	0	-1.6	-2	0.95
54	O=C(CN1C(=O)NC2(CCc3ccccc32)C1=O)Nc1cccc(Cl)c1 (configuration not stated)	-3	0	0.86	-5	-2	-8	0.4	14	1
55	COc1ccc(CCNC(=O)CCSCc2ccccc2F)cc1OC	-2	4	1.1	6	-2	-6	0.0	-8	1
56	O=C(c1ccccc1C(=O)N1CCN(c2ccccc2F)CC1)N1CCN(c2ccccc2F)CC1	-3	-6	1.1	-4	2	-6	-6.2	-9	0.98
57	CCOC(=O)c1cnc(SC)nc1Sc1ccc(Cl)cc1Cl	3	-4	1.1	-6	3	-8	-1.6	-7	0.97
58	O=C(CCN1C(=O)/C(=C/c2ccccc2)SC1=S)NNC(=O)c1ccncc1	-1	0	1.5	-2	12	-9	6.6	-52	0.88
59	CCOC(=O)c1cnc2ccc(C(=O)OC)cc2c1NCCCN1CCOCC1	-1	-4	1	-9	6	-9	0.5	-1	0.94
60	CCOc1ccc(N(CC(=O)Nc2ccc(C)cc2C)S(C)(=O)=O)cc1	-2	1	1.3	-6	-13	-1	0.4	-29	1.1
61	COc1ccc(NC(=O)CSc2nc3ccccc3c(=O)n2CCCN2CCC(C)CC2)c(OC)c1	-2	-6	0.99	5	-9	-11	-2.3	1	1.1
62	COc1ccc(C2C(C(=O)N3CCN(c4ccccn4)CC3)CC(=O)N2c2ccc(OC)cc2)cc1 (configuration not stated)	-10	-1	0.98	-1	5	-1	-0.6	2	0.95
63	COc1cc(/C=N/NC(=O)c2cccc(NC(=O)c3ccccc3C)c2)ccc1O	-6	-1	1	-3	-6	-7	-0.1	0	1.1
64	CCCCOc1ccc(/C=C/C2=CC(C)(C)NC(=S)N2)cc1OCC	-6	-6	0.96	-3	10	-6	0.6	4	0.9
65	CC(=O)Nc1ccc(S(=O)(=O)NCCC(=O)N2CCN(c3ccccc3Cl)CC2)cc1	0	-1	1	2	-13	-2	-0.1	0	1.1
66	Nc1nc(N2CCN(c3ccccn3)CC2)nc2ccccc12	-1	-1	1.2	-1	-2	-6	-0.9	-19	1
67	Cn1ccnc1C(=O)c1ccc(S(=O)(=O)N2CCCC2)cc1	-3	3	0.95	-2	-5	-11	-0.5	5	1.1
68	Cc1c(NC(=O)c2cccs2)cccc1-c1nc2ccccc2s1	7	-1	1	0	12	-3	1.7	-1	0.88
69	CN1CCC(OC(=O)Cc2ccc(Cl)cc2)CC1	-8	3	0.98	-1	1	-12	0.6	2	0.99
70	CCC(C)(C)c1nnc(NC(=O)C2CC(=O)N(CCc3ccc(F)cc3)C2)s1 (configuration not stated)	-5	1	0.84	-1	1	-10	-0.3	16	0.99
71	Cc1ccc(S(=O)(=O)N(CC(=O)N2CCc3ccccc3C2)c2cccc(Cl)c2)cc1	22	-3	0.9	-1	0	1	0.7	10	1
72	CC(=O)Nc1ccc(S(=O)(=O)N2CCC(c3nc4ccc(C)cc4[nH]3)CC2)cc1	2	1	0.85	-5	-18	-6	-2.6	15	1.2
73	COc1cccc(N2CCN(C(=S)Nc3cc(C)cc(C)c3)CC2)c1	-3	-4	1.3	-5	-1	-6	2.7	-28	1
74	COc1ccc(OCCSc2ncc(CO)n2C)cc1	-2	0	0.81	-1	7	0	-0.9	19	0.93
